Screens as filed in PubChem BioAssay.
STK33 kinase inh: inhibitors of human STK33 kinase | Q9BYT3 | purified STK33, MBP phosphorylation, ADP-Glo luminescence | inhibition, % at 10 µM | 320,000 tested, 0.073% active | AID 2661;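 active = inhibition at or above 25%, using the most active replicate where run in duplicate; inactive = inhibition below 25%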
Target sequence (Q9BYT3 whole entry, looked up): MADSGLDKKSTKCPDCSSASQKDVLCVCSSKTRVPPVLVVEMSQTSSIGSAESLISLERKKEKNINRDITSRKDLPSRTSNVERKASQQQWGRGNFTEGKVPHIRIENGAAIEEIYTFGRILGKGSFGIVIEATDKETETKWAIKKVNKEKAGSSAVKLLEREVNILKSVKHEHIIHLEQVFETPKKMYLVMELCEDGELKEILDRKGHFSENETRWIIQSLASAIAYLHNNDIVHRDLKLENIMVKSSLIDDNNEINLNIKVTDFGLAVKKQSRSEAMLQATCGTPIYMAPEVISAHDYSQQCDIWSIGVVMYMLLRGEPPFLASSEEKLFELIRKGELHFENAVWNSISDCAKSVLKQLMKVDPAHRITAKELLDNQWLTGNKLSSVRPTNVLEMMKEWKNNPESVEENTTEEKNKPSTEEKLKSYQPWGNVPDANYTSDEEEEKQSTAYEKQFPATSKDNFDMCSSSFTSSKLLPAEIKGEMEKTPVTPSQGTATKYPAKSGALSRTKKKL
Kir21 block: blocks the mouse Kir2.1 inward-rectifier potassium channel. 310,000 tested, 0.85% active. P35561. HEK293-Kir2.1, FluxOR thallium flux fluorescence; stronger effect = lower value. B-score at 10 µM;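 active = fluorescence ratio B-score at or below minus 3 SD of library scores, with starting-brightness B-score within 2 SD, cut at about -4.2 in these data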;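 note: channel flux triggered by added potassium and thallium sulfate stimulus; B-score of peak minus minimum fluorescence over baseline after thallium stimulus; more negative B-score means stronger Kir2.1 block with less thallium influx; some compounds called inactive have numbers as strong as hits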
Target sequence (P35561 whole entry, looked up): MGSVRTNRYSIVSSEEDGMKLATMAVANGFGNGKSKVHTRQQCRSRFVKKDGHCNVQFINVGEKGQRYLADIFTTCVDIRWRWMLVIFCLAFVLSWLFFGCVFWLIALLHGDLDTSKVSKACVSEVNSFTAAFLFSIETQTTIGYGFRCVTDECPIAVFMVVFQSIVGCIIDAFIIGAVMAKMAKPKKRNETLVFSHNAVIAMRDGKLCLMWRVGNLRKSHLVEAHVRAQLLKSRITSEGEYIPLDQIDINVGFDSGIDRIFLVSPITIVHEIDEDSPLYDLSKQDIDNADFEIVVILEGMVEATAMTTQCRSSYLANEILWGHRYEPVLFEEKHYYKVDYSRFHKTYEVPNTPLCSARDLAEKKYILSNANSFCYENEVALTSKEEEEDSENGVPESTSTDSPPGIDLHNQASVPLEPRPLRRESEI
Numbers without * were called inactive; / = no result given.

Screens in order – STK33 kinase inh	Kir21 block
1: O=C(Cn1cnc2ccccc2c1=O)c1ccc2c(c1)OCCO2
→ -0.8	1.6
2: O=C(CSc1ccc(-c2ccco2)nn1)c1ccc(F)cc1
→ 0.3	1.09
3: CCN1CCN(c2cc(C)c3cc(NC(=S)NCc4cccs4)ccc3n2)CC1
→ 0.0	0.06
4: CCc1cc(Cn2nc(-c3ccccc3)cc2C(=O)O)on1
→ 1.5	1.91
5: O=C(NNC1=Nc2ccccc2SC1)c1ccc(F)cc1
→ 1.3	-0.02
6: Cc1cccc([C@@H]2[C@@H]3C(=O)N(Cc4ccccc4)C(=O)[C@@H]3[C@]3(Cc4ccccc4)C(=O)N(c4ccccc4)C(=O)N23)c1
→ 0.1	0.24
7: C=CCn1c(NC(=O)CC)c(C(=O)OCC)sc1=S
→ -4.9	-0.03
8: O=C(CC(c1ccc(F)cc1)c1ccco1)N1CCCC1 (stereo not given)
→ -0.4	-0.41
9: Cc1cccc(NC(=O)CSc2nnc(Cn3cnc4ccccc43)o2)c1
→ 0.0	0.45
10: CC(Sc1nc2ccccc2[nH]1)C(=O)Nc1ccc2c(c1)OCCO2 (stereo not given)
→ -3.7	0.18
11: Cc1noc(C)c1COc1ccc(C(=O)NCCOc2ccccc2)cc1
→ -1.0	/
12: COc1ccc(C)cc1CN1C(=O)c2ccccc2C1=O
→ -1.4	1.71
13: CCCC(=O)NC(c1ccco1)c1cc(Cl)c2cccnc2c1O (stereo not given)
→ -1.1	0.26
14: COc1ccc(S(=O)(=O)N2CCN(C(=O)CC(C)C)CC2)cc1
→ 0.1	0.24
15: CC(C)CCN1CCN(Cc2cccn2-c2ccc(Cl)cn2)CC1CCO (stereo not given)
→ 0.0	-0.79
16: Cc1ccc2nc(C)c(C)nc2c1N
→ -1.6	2.31
17: COC(=O)c1[nH]c2ccccc2c1NC(=O)CN1CCN(Cc2ccc3c(c2)OCO3)CC1
→ -1.2	1.04
18: Cc1ccc(S(=O)(=O)CCC(=O)OCn2nnc3ccccc3c2=O)cc1
→ -1.0	-2.11
19: Nc1ccc(-c2nc3ccccc3s2)cn1
→ 1.9	1.04
20: CCN(CC)c1ccc(NC(=O)CN2CCN(CC(=O)Nc3ccc(F)cc3)CC2)cc1
→ -1.8	/
21: COc1cc(/C=C(/C#N)c2nc3ccccc3[nH]2)ccc1OC(=O)c1ccco1
→ -0.7	-0.14
22: N#Cc1ccc(Sc2nc3ccccc3[nH]2)cc1C#N
→ -0.4	-1.28
23: CC(SCc1cn2cc(Cl)ccc2n1)C(=O)O (stereo not given)
→ -0.9	-0.32
24: O=S(=O)(c1cccc(C(F)(F)F)c1)N1CCN(S(=O)(=O)c2ccc3c(c2)OCCO3)CC1
→ -0.7	/
25: CC(C)(Oc1ccc(Cl)cc1)C(=O)N1CCN(C(=O)c2ccco2)CC1
→ -0.7	-0.02
26: CCCCNC(=O)[C@@H]1CC=C[C@@H]2CCN(C3CC3)C(=O)[C@@H]21
→ -0.3	1.19
27: O=C1NC2(CCCCCC2)C(=O)N1Cc1ccccc1F
→ 0.0	0.51
28: O=C(CN(C(=O)c1csnn1)c1ccc(Br)cc1)NC1CCCC1
→ 0.3	1.08
29: CC(C)=CC(=O)Nc1ccc(S(=O)(=O)Nc2onc(C)c2C)cc1
→ -0.4	0.61
30: Cc1ccccc1-n1c2nc(=O)n(C)c(=O)c-2cc2ccccc21
→ -1.1	0.88

3 compounds drawn at random from those above, as already listed:
Screens in order – STK33 kinase inh	Kir21 block
27: O=C1NC2(CCCCCC2)C(=O)N1Cc1ccccc1F
→ 0.0	0.51
28: O=C(CN(C(=O)c1csnn1)c1ccc(Br)cc1)NC1CCCC1
→ 0.3	1.08
22: N#Cc1ccc(Sc2nc3ccccc3[nH]2)cc1C#N
→ -0.4	-1.28

New compounds follow:
Screens in order – STK33 kinase inh	Kir21 block
31: Cc1c(Cc2ccccc2)sc(/N=C/c2ccc3ccccc3c2)c1C(N)=O
→ -1.1	/
32: O=C1NC[C@H](c2ccccc2)OC(=O)[C@@H](Cc2ccc(F)cc2)CC/C=C/C[C@@H]1CC(=O)N(CCO)Cc1ccccc1
→ 0.4	/
33: Cc1cccc(C(=O)NCCNC(=O)c2ccccn2)c1
→ 0.5	-0.21
34: Cn1cc(S(=O)(=O)N2CCOCC2)cc1C(=O)NCc1ccccc1Cl
→ -1.7	0.69
35: COCCN1CCN(C(=O)c2ccc3c(c2)S(=O)(=O)c2ccccc2C3=O)CC1
→ 1.0	-0.53
36: O=C(Nc1ccc2oc(-c3ccccc3Cl)nc2c1)c1ncn[nH]1
→ 7.4	0.05
37: CCOC(=O)C1=C(C)N(c2ccccc2)C(=O)/C1=C\c1cccs1
→ -0.9	-1.36
38: CCC(C(=O)Nc1ccccn1)c1ccccc1 (stereo not given)
→ -2.0	-0.02
39: CCc1ccc(NC(=O)CC2C(=O)Nc3c2c(=O)n(C)c(=O)n3C)cc1 (stereo not given)
→ -0.1	0.79
40: O=C(O)c1ccc(-n2ncc3c2/C(=C/c2cccc([N+](=O)[O-])c2)CC3)cc1
→ 0.3	-0.96
41: CC(C)N(CC(=O)Nc1ccc(Cl)cc1C(F)(F)F)C(=O)CCl
→ -1.9	-1.08
42: Cc1cc(NC(=O)c2ccc3nccnc3c2)ccc1Br
→ -0.9	/
43: Cc1ccccc1C(=O)Nc1ccnn1C1CCN(C(C)Cc2ccccc2F)CC1 (stereo not given)
→ -0.7	-0.06
44: CCC(C)Sc1ccc([C@@H]2[C@@H]3C(=O)N(CC)C(=O)[C@@H]3[C@]3(C(=O)OC)CCCCN23)cc1 (stereo not given in full)
→ 1.3	/
45: O=C(/C=C/c1ccc([N+](=O)[O-])cc1)NCCc1ccc(F)cc1
→ -0.9	-0.45
46: COc1ccccc1N(Cc1ccccc1)S(=O)(=O)c1cccc(C(=O)Nc2cccc(C)n2)c1
→ -1.9	1.01
47: Cn1c(COc2ccc(Cl)cc2)nnc1SCC(=O)Nc1ccc2c(c1)CCC2
→ -1.4	0.77
48: Cc1nnc(SCC(=O)Nc2sccc2C#N)n1Cc1ccccc1
→ -0.2	-0.68
49: O=C(NCC1CCCO1)C(c1ccncc1)N(Cc1cccs1)C(=O)Cn1nnc(-c2ccc(F)cc2)n1 (stereo not given)
→ -2.7	0.02
50: COc1ccccc1NC(=O)CSc1nnnn1C1CCCCC1
→ -3.2	0.81
51: COc1cc(NC(=S)NNC(=O)CC(C)C)c(OC)cc1Cl
→ -0.4	0.03
52: CSc1nnc(-c2sc3cc(C(F)(F)F)cnc3c2-c2ccccc2)n1C
→ -0.5	1.07
53: COc1cccc(CNC(=O)C2CCN(S(=O)(=O)c3ccc(Br)s3)CC2)c1
→ -1.1	-0.18
54: CCOc1ccc2nc(NC(=O)c3ccc(OC)c(S(=O)(=O)N4CCOCC4)c3)sc2c1
→ 0.6	0.8
55: COc1ccc(CCNS(=O)(=O)c2ccc(-c3ccc(=O)[nH]n3)o2)cc1OC
→ 1.8	1.84
56: Cc1cc(C)n(CC2CC(=O)N(c3ccc(Cl)c(Cl)c3)C2=O)n1 (stereo not given)
→ -1.5	-0.53
57: CCOC(=O)c1oc2cccc(OC(C)=O)c2c1C
→ -0.3	1.14
58: Cc1ccc(N2C(=S)NC3c4cc(Cl)ccc4OC2(C)C3C(=O)N(C)C)cc1 (stereo not given)
→ 1.6	1.59
59: Cc1ccsc1/C=N\NC(=O)CC(=O)NCc1ccccc1
→ -0.9	-0.6
60: CC1CC(OC(=O)CN2CCCCC2)CC(C)(C)C1 (stereo not given)
→ 1.3	-0.92
61: COc1ccc(OC)c(CN2CCN(C(=O)c3cc4ccccc4cc3O)CC2)c1
→ -1.3	3.37
62: COc1ccccc1-c1nc(SCC(=O)Nc2cc(C)on2)c2c(=O)n(C)c(=O)n(C)c2n1
→ -1.0	-0.1
63: CC1CN(C(=O)c2cc([N+](=O)[O-])cc([N+](=O)[O-])c2)CC(C)O1 (stereo not given)
→ -0.6	-0.97
64: O=C(O)c1cccc(-c2ccc3c(c2)OCO3)c1
→ 0.4	-2.29
65: CCOc1ccc(NC(=O)c2nc(SCC)ncc2Cl)cc1
→ 1.2	0.33
66: Cc1c(CC(=O)O)c(=O)oc2c(C)c(OCc3c(F)cccc3Cl)ccc12
→ -2.1	0.41
67: O=C(CCCN1C(=O)c2ccccc2C1=O)Nc1c(C(=O)C2CC2)oc2ccccc12
→ -1.4	1.32
68: Cc1ccc(-c2cc(C(=O)N/N=C/C(Br)=C/c3ccccc3)n[nH]2)o1
→ 1.5	-2.55
69: COC(=O)CC1C(=O)NCCN1C(=O)CSc1nc2cc(Cl)ccc2o1 (stereo not given)
→ -1.4	-0.08
70: Cc1cc(=O)[nH]c(SCc2cn3ccccc3n2)n1
→ -1.0	0.63
71: C/C=C(/C)C(=O)O[C@@H]1[C@H](OC(=O)C=C(C)C)c2c(ccc3ccc(=O)oc23)OC1(C)C
→ -0.6	0.78
72: CN(C)C1(CNC(=O)c2cccc(S(=O)(=O)Nc3ccc(Br)cc3)c2)CCCCC1
→ -0.3	0.21
73: Cc1nnn(-c2nonc2N)c1C(=O)N/N=C/c1cccc2ccccc12
→ -1.4	1.11
74: COc1ccc(C)cc1S(=O)(=O)N(C)CC(=O)N1CCCC1
→ -1.6	1.45
75: Cc1ccc(S(=O)(=O)Nc2cccnc2)cc1
→ -1.2	0.55
76: CCOC(=O)c1cc(S(=O)(=O)N(C)Cc2ccccc2)cn1C
→ -1.4	0.01
77: CN1CCN(C(c2ccc(Br)cc2)c2cc(Cl)c3cccnc3c2O)CC1 (stereo not given)
→ -0.8	0.95
78: Cc1nn(-c2ccccc2)c(C)c1/C=N/n1c(-c2ccncc2)n[nH]c1=S
→ 0.0	2.05
79: Cc1nnsc1C(=O)N1CCN(c2ccc(C#N)cn2)CC1
→ -1.8	1.19
80: O=C(N/N=C/c1cc2c(cc1Br)OCO2)c1c[nH]c2ccccc12
→ -1.1	0.2
81: COc1ccccc1C(C)N(C)Cc1nc(COc2ccccc2)no1 (stereo not given)
→ 0.8	-1.25
82: Cc1ccc([N+](=O)[O-])cc1NC(=O)Nc1cccc(F)c1
→ /	-2.8
83: Cc1ccc(NC(=S)N(CCN2CCCCC2)Cc2ccco2)cc1
→ -0.8	0.03
84: O=C1Nc2cc(Br)ccc2C1(O)c1ccccc1O (stereo not given)
→ -0.8	-1.06
85: COCCn1c(SCC(=O)Nc2nc(C)cs2)nnc1C(C)C
→ 0.1	-0.3
86: O=C(CC1NCCNC1=O)Nc1ccccc1 (stereo not given)
→ 0.3	-1.75
87: Clc1ccc(-c2cc(COc3ccc4ccccc4c3)no2)cc1
→ -0.7	-2
88: Cc1ccc(C(=O)NNC(=O)c2nn(-c3ccc(F)cc3)ccc2=O)cc1
→ -0.6	-0.87
89: COc1ccc(S(=O)(=O)Nc2c(C)n(C)n(-c3ccccc3)c2=O)cc1Br
→ -0.9	0.02
90: Cn1ncc(C#N)c1/N=C/N1CCOCC1
→ 0.0	-1.16

Reformatted in transposed form: two of the compounds above.
77: CN1CCN(C(c2ccc(Br)cc2)c2cc(Cl)c3cccnc3c2O)CC1 (stereo not given)
55: COc1ccc(CCNS(=O)(=O)c2ccc(-c3ccc(=O)[nH]n3)o2)cc1OC
assay / compound,77,55
STK33 kinase inh,-0.8,1.8
Kir21 block,0.95,1.84

Additional results follow.
Screens in order – STK33 kinase inh	Kir21 block
91: CC(C)c1ccc(N2C(=NC(=O)C3CC3)SC3CS(=O)(=O)CC32)cc1 (stereo not given)
→ 2.8	-0.97
92: O=C(NCc1ccccc1Cl)C1CCC(CNc2nc(=S)[nH]c3ccccc23)CC1 (stereo not given)
→ /	1.35
93: O=C(CCCC(=O)OCC1CCCO1)OCC1CCCO1 (stereo not given)
→ -0.7	1.2
94: CCCCCCn1nc(C(=O)N(CC(C)C)c2c(N)n(CCCC)c(=O)[nH]c2=O)c2ccccc2c1=O
→ 2.4	-1.18
95: CCNC(=S)Nc1nc2c(cc1C(=O)OCC)CCCC2
→ 0.7	-0.27
96: COc1ccc(C(=O)C2CCCN(C(=O)CCc3scnc3C)C2)c(C)c1 (stereo not given)
→ 1.2	-1.74
97: Cc1ccc(CCNS(=O)(=O)c2cnc[nH]2)cc1
→ -0.4	2.48
98: COc1cc(/C=N/NC(=O)C(NC(=O)c2ccccc2)c2n[nH]c(=O)c3ccccc23)ccc1OCC(N)=O (stereo not given)
→ 0.8	0.57
99: O=C(NC(=S)Nc1cccnc1Cl)c1ccc(F)cc1
→ 1.9	2.31
100: CC(C)COc1ccc(C(=O)OCCN2CCOCC2)c(O)c1
→ -1.4	-0.89
101: CC(NC(=O)COC(=O)[C@@H]1CCCN1S(=O)(=O)c1ccccc1F)C12CC3CC(CC(C3)C1)C2 (stereo not given in full)
→ -1.9	0.05
102: CC1CN(Cc2cc(=O)n3ccsc3n2)CC(C)O1 (stereo not given)
→ -2.4	-0.59
103: CCOc1ccc(C(OC(=O)c2ccco2)C(=O)NCc2ccc(C)cc2)cc1 (stereo not given)
→ -1.7	0.16
104: COc1ccc(S(=O)(=O)N2CCC(C)CC2)cc1N(C)S(=O)(=O)c1ccccc1
→ 0.1	-1.15
105: COc1ccc(NC(=O)c2nnn(CC(=O)Nc3ccccc3OC)c2N)c(OC)c1
→ 0.7	-0.92
106: Cc1cc(C)n(Cc2ccc(C(=O)O)o2)n1
→ -0.4	0.37
107: COc1ccc(-c2cc(C(F)F)n3ncc(C(=O)NCCCN4CCCC4=O)c3n2)cc1
→ /	1.79
108: CCCCOc1ccc(S(=O)(=O)NNC(=O)c2cc3ccccc3o2)cc1
→ 0.1	-0.25

As entered above:
`CSc1nnc(-c2sc3cc(C(F)(F)F)cnc3c2-c2ccccc2)n1C` @ STK33 kinase inh = -0.5
`Clc1ccc(-c2cc(COc3ccc4ccccc4c3)no2)cc1` @ Kir21 block = -2
`O=C(CC(c1ccc(F)cc1)c1ccco1)N1CCCC1` (stereo not given) @ Kir21 block = -0.41
`CCCCCCn1nc(C(=O)N(CC(C)C)c2c(N)n(CCCC)c(=O)[nH]c2=O)c2ccccc2c1=O` @ STK33 kinase inh = 2.4
